CHOP UPR activ: activators of apoptotic CHOP UPR arm, primary screen, cell-based, CHO-CHOP luciferase reporter, luminescence, uHTS; UPR activation; percent of tunicamycin response over DMSO baseline; activation, % at 10 µM; 330,000 tested, 0.34% active; AID 449763, 2010;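 active means at 10 µM dose, activation of 40% or more, normalized to positive control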;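 further: 100% = tunicamycin at 10 µg/mL and 0% = DMSO alone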
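System: CHO-CHOP luciferase reporter cell line | Buffer or medium: F12 medium containing 10% fetal bovine serum | Doses: One dose, 10 µM in 0.5% DMSO | Times: 6 h compound exposure at 37 °C after overnight seeding | Signal: Luciferase luminescence | Read-out: % activation vs tunicamycin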
tim23-1 inh: growth inhibitors of tim23-1 mutant yeast, primary screen, luminescence, uHTS; AID 463212, 2010; S. cerevisiae tim23-1 growth, BacTiter-Glo luminescence, 24 h; inhibition, % at 20 µM; 330,000 tested, 1.3% active;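 active means growth inhibition of the mutant yeast at or above 50%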;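 further: temperature-sensitive mutant grown at 25 °C; plate controls were DMSO-treated mutant yeast for no effect and medium wells lacking yeast for full effect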
UPR XBP1 act: activators of adaptive XBP1 UPR arm, primary screen, cell-based, CHO-XBP1 luciferase reporter, luminescence, uHTS. IRE1-XBP1 UPR activation; percent of tunicamycin response, DMSO as zero. activation, % at 20 µM. 330,000 tested, 0.33% active;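 active means versus positive control, 20 µM dose yields 30% or more activation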;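 further: 100% = tunicamycin at 10 µg/mL and 0% = DMSO only wells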
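Test system: CHO-XBP1 luciferase reporter cells | Buffer or medium: Serum-containing F12 medium, 10% FBS | Schedule: 6 h compound exposure at 37 °C, 5% CO2 | Detection: Steady-Glo luciferase glow luminescence, 10 min after reagent addition | Read-out basis: Activation, % of tunicamycin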
APJ antagonist: antagonists of human apelin receptor APJ, primary screen, CHO-K1 cells, beta-arrestin complementation, luminescence; inhibition, % at 20 µM; AID 2521, 2010; P35414; 330,000 tested, 0.32% active;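 active means inhibition above about 40% at 20 µM, limit read from the data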;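 further: cells challenged with 10 nM apelin-13 agonist together with compound; plate controls were apelin-13 plus DMSO wells for no effect and DMSO wells lacking apelin-13 for full effect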
Target sequence (P35414 whole entry, looked up): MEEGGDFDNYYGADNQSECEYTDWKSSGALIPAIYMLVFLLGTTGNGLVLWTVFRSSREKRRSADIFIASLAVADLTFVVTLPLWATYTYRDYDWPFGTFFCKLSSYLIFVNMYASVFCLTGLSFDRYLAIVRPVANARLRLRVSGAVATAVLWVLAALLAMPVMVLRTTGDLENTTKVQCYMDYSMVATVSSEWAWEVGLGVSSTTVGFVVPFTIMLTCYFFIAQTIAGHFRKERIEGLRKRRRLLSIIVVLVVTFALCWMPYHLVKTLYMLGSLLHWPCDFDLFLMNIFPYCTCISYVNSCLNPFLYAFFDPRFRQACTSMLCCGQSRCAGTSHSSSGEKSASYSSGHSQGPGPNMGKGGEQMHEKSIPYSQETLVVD
697 NFkB inh: inhibitors of PMA/ionomycin-induced NF-kB reporter, 697 cells, primary screen, B-cell NF-kB inhibitor project, cell-based, luminescence, uHTS; 697 B-cell NF-kB luciferase reporter, 16 h; inhibition, % at 4 µM; 330,000 tested, 0.33% active; AID 435022, 2010; in the data active means inhibition above about 35%
APJ ag: agonists of human apelin receptor APJ, primary screen, CHO-K1 cells, PathHunter beta-arrestin, luminescence; P35414; AID 2520, 2010; 0% DMSO wells, 100% apelin; 330,000 tested, 0.11% active; activation, % at 20 µM;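 active means activation more than six SD over the plate average, tested at 20 µM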;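 further: 0% = DMSO alone and 100% = apelin-13 at 10 nM; some results filed as inactive read as strong as hits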
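Test system: CHO-K1 APJ beta-arrestin complementation cell line. Amount: cell density 1000 per well. Controls: DMSO negative, 10 nM Apelin-13 positive. Signal: luminescent beta-gal fragment complementation, chemiluminescent substrate. Read-out basis: agonist-driven arrestin binding to APJ. Timing: compound stimulation 90 min at 25 °C, detection 60 min.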
Jurkat NFkB inh: inhibitors of induced NF-kB luciferase reporter, primary screen, TCR NF-kB activation inhibitor project, cell-based, luminescence, uHTS; inhibition, % at 4 µM; 330,000 tested, 0.53% active; AID 435003, 2010; Jurkat, PMA/ionomycin-induced NF-kB luciferase reporter; in the data active means inhibition above about 50%
Mdm2-MdmX inh: inhibitors of human Mdm2-MdmX association, primary screen, cell-based, luminescence, split luciferase, SaOS-2, uHTS. Protein Mdm4 (Homo sapiens) + E3 ubiquitin-protein ligase Mdm2 (Homo sapiens), …. SaOS-2 split-luciferase Mdm2/MdmX complementation. inhibition, % at 8 µM. 330,000 tested, 3% active. AID 485346, 2010;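 active means inhibition of at least 50% at 8 µM in the primary screen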
* marks the source's active call; other numbers are inactive results.

SMILES	CHOP UPR activ	tim23-1 inh	UPR XBP1 act	APJ antagonist	697 NFkB inh	APJ ag	Jurkat NFkB inh	Mdm2-MdmX inh
Cc1ccc(S(=O)(=O)Nc2nc3ccccc3nc2NCc2ccco2)cc1	30	17	0	-6	-138	0	-65	-25
COC(=O)c1cn(-c2ccccc2)nc1-c1ccncc1	0.8	6	1	3	-4	1	13	24
Cc1nc2sccn2c(=O)c1S(=O)(=O)N1CCN(c2cccc(Cl)c2)CC1	-0.8	16	3	2	-26	-5	3	-4
O=C(CSc1nc2ccccc2s1)Nc1nccs1	-2.9	11	4	3	13	-2	-11	-5
COc1ccc(CCNC(=O)c2ccc3ccccc3n2)cc1OC	-0.9	-7	-2	-1	7	0	-1	-22
COc1ccc(CCN=CC2=C(O)CCCC2=O)cc1OC	-0.2	7	2	-13	-28	-3	-3	4
COc1cc(CC(=O)Nc2nc(C)cs2)cc(OC)c1OC	-2.3	1	-4	14	6	-3	9	-3
CC(=O)N1c2ccc(S(=O)(=O)N3CCCCC3)cc2CC1C(=O)Nc1ccccc1C(F)(F)F (stereo not drawn)	0.5	-2	-10	8	9	-5	1	-6
COC(=O)CN1C(=S)N(c2ccc(OC)cc2)C(=O)C1CC(=O)Nc1ccc(F)cc1 (stereo not drawn)	-0.1	5	-2	15	31	-2	14	8
CCCCn1c(SCC(=O)N2CCc3ccccc32)nnc1-c1ccncc1	0.7	13	0	-8	13	-1	-9	-3
C[C@H](NC(=O)c1nc[nH]c1C(=O)N1CCNCC1)C(=O)OC(C)(C)C	-0.1	-12	1	8	3	-4	10	12
Cc1ccc(NC(=O)C2CCCN2C(=O)Oc2ccccc2)cc1C (stereo not drawn)	0.8	3	-1	10	20	-2	-3	9
O=c1oc2ccccc2c2nccnc12	8.2	13	-2	28	2	3	-24	14
Cc1cccc(OCCCC(=O)Nc2ccc3c(c2)OCO3)c1	0.9	15	-1	0	-5	2	2	-9
CCN(CC(=O)N1CCCCC1)S(=O)(=O)c1ccccc1	0.5	13	-1	6	-32	5	-4	15
CCC1(CC)C(=O)NC(=O)NC1=Nc1cccc(OC)c1	-0.5	16	0	-13	0	2	-1	22
O=C(OCc1cccc([N+](=O)[O-])c1)c1cnccn1	1.5	1	-1	7	5	-1	-1	3
COc1ccc(-c2cc(C(=O)N/N=C(\C)c3cccnc3)c3ccccc3n2)c(OC)c1	-0.6	22	-3	-23	-8	6	-9	16
Cc1cc(NC(=O)CSc2cn(CCNC(=O)c3ccccc3)c3ccccc23)no1	-0.3	0	2	7	-11	-3	-14	11
CCC(NC(=S)Nc1ccccc1)C(=O)O (stereo not drawn)	0.3	11	-1	-7	-25	1	-2	-13
Cc1cc(C)c2cc(C#N)c(NCCOC(=O)c3ccccc3C)nc2c1	-0.6	-5	-2	12	2	2	16	19
CCOC(=O)N1CCC(NS(=O)(=O)c2ccc3c(c2)CCN3C(C)=O)CC1	-0.9	37	-1	9	-6	6	2	-19
O=C(c1cc2cc(Br)ccc2[nH]1)N1CCc2ccccc21	5.8	-3	2	-1	-21	-1	-17	-23
CSc1ccc(CCNC(=O)c2ccc(CS(=O)Cc3ccccc3Cl)o2)cc1 (stereo not drawn)	0.1	12	-10	-3	-15	-1	0	12
Cc1ccc(CN(C)C(=O)C2CCN(C(=O)Nc3ccccc3)CC2)o1	1.3	9	-1	0	7	5	12	9
COc1ccccc1S(=O)(=O)NCc1ccc(C(=O)N(C)Cc2ccc(F)cc2)cc1	0.1	6	-1	8	3	3	-14	17
CCOc1ccccc1N(CC(=O)Nc1c(C)n(C)n(-c2ccccc2)c1=O)S(=O)(=O)c1ccccc1	-3.5	14	-2	10	14	-5	-1	-5
OCCc1ccc(O)cc1	-1.8	5	-7	4	-3	-2	-6	-15
COC(=O)CSc1nnc(C)n1-c1cccc(OC)c1	-0.3	-3	3	-4	-2	-2	-13	-4
COc1cccc2[nH]c(C(=O)NCCCN3CCCC3=O)cc12	0.2	1	-3	-7	-29	9	-4	-1
CCc1ccc(NC(=O)C/C(C)=N/NC(=O)OCc2ccc(OC)cc2)cc1	0.4	-6	0	-6	6	-4	-4	13
Cc1ccc(/C=N/NC(=O)c2cc3c(ccc4ccccc43)o2)cc1[N+](=O)[O-]	-0.2	-16	1	-1	14	1	13	32
CCc1cccc(CC)c1NC(=O)c1ccccc1CCc1ccccc1	-0.1	19	-2	14	-9	1	12	2
COc1ccc2c(CN3CCN(S(=O)(=O)c4cccs4)CC3)cc(=O)oc2c1	2.9	39	-3	2	20	-1	2	-1
CCCCn1c(N)c(N(CC(C)C)C(=O)c2ccc(C)c(S(=O)(=O)N3CCCCC3)c2)c(=O)[nH]c1=O	1.9	8	-1	13	10	-3	27	-2
Cc1cc(C=O)c(C)n1-c1ccc(NC2CCCCC2)c([N+](=O)[O-])c1	-0.3	44	0	12	-4	-5	3	43
COc1ccc(/C(N)=N/OC(=O)c2ccc(Br)o2)cc1	6.8	-17	6	-38	-89	8	-79	-58
COc1cc(-c2cc(C(=O)Nc3cccc(S(=O)(=O)N(C)C)c3)c3ccccc3n2)cc(OC)c1OC	3.4	12	2	-2	-11	0	-29	44
O=C(CCNC(=O)c1ccccc1Cl)NC1=NCCS1	1.4	1	-4	8	-1	-1	0	9
COC(=O)C(C)N(C(=O)c1ccc(C(=O)c2ccccc2)cc1)c1c(C)cccc1C (stereo not drawn)	-0.7	42	-1	6	-6	-3	-4	2

Some values from above.
`COc1ccc(/C(N)=N/OC(=O)c2ccc(Br)o2)cc1` in CHOP UPR activ → 6.8
`Cc1ccc(CN(C)C(=O)C2CCN(C(=O)Nc3ccccc3)CC2)o1` in CHOP UPR activ → 1.3
`COc1ccc(CCN=CC2=C(O)CCCC2=O)cc1OC` in CHOP UPR activ → -0.2
`O=C(OCc1cccc([N+](=O)[O-])c1)c1cnccn1` in APJ antagonist → 7
`Cc1ccc(/C=N/NC(=O)c2cc3c(ccc4ccccc43)o2)cc1[N+](=O)[O-]` in Mdm2-MdmX inh → 32

(further entries)
SMILES	CHOP UPR activ	tim23-1 inh	UPR XBP1 act	APJ antagonist	697 NFkB inh	APJ ag	Jurkat NFkB inh	Mdm2-MdmX inh
COc1cc(CC(=O)OCC(=O)Nc2ccc([N+](=O)[O-])cc2)cc(OC)c1OC	1.1	-22	1	-2	12	-1	11	17
O=C(CCn1c(=O)sc2ccccc21)NC1CCCCC1	3.2	-9	-7	7	-11	-4	-9	-23
Cc1cc(C)nc(Nc2n[nH]c(-c3ccc(N)cc3)n2)n1	-0.8	2	1	-8	-69	-2	-104	-25
Cc1ccc(-n2nc(-c3ccco3)cc2C(=O)NCc2cccnc2)cc1	0.4	7	-2	25	15	-14	-16	32
Cc1ccccc1C(=O)NNC(=O)c1cccn1C	4.9	-4	-2	-50	2	-5	-6	10
Cc1cccc2cc(/C=N/NC(=O)CN3CCOCC3)c(Cl)nc12	-0.6	0	9	-2	-5	-3	0	17
O=C(N/N=C/c1cccs1)c1cccc(S(=O)(=O)Nc2ccc(Cl)cc2)c1	-1.5	-43	-1	7	15	-2	-10	31
CN1C=CC=C/C1=C1/SC(=S)N(Cc2ccccc2)C1=O	0.2	-3	-1	24	-3	-4	1	-4
CC1(C)CC(=O)c2c(O)cc(OCC(=O)N3CCN(c4ccccc4)CC3)cc2O1	-2.1	30	-4	2	-1	-6	1	7
Cc1cc(C)c(C(=O)COC(=O)Cn2cnnn2)cc1C	0.9	7	-1	8	2	-4	-6	-4
O=C(CN1CCC(NC(=O)c2ccccc2F)CC1)Nc1ccc2c(c1)OCO2	-1.6	10	-1	9	2	-9	-23	3
CC(=O)Nc1c(O)nc(SCC(=O)Nc2nnc(SCc3ccccc3)s2)[nH]c1=O	-1.1	21	-2	5	8	-2	-2	19
COc1cc(/C=N/N=C2/NC(=O)C(Cc3ccc(F)cc3)S2)ccc1O (stereo not drawn)	-0.3	-29	3	-6	-18	0	-8	30
Cc1cccc(C)c1OCc1nnc(SCC(=O)NCCc2ccccc2)o1	-3.1	38	-2	-4	14	-3	-10	17
CCCN(CC(=O)Nc1ccccc1C)C(=O)C1CCCN(C(=O)c2ccc(Cl)cc2)C1 (stereo not drawn)	-0.2	6	-2	10	-1	-3	-12	17
CCOC(=O)CC(=O)CSc1nc(CC)c(C)cc1C#N	0.0	-6	3	0	-3	-5	-13	36
S=C(NCCc1ccccc1)N1CCOCC1	0.2	4	7	-14	-12	-3	-22	-23
CCN(CC)c1c([N+](=O)[O-])ncn1C	-1.5	1	-2	-24	0	1	-5	24
CCOC(=O)c1[nH]c2cc(OC)c(OC)cc2c1NC(=O)c1ccc2c(c1)OCO2	0.1	-15	2	-5	25	0	0	-14
COc1cccc(CN2CC(C(=O)N(C)Cc3ccnc4ccccc34)CCC2=O)c1 (stereo not drawn)	1.2	11	-4	18	-3	-1	6	13

One compound at a time (already shown).
`Cc1cccc(C)c1OCc1nnc(SCC(=O)NCCc2ccccc2)o1` is listed with CHOP UPR activ: -3.1; tim23-1 inh: 38; UPR XBP1 act: -2; APJ antagonist: -4; 697 NFkB inh: 14; APJ ag: -3; Jurkat NFkB inh: -10; Mdm2-MdmX inh: 17
`CC1(C)CC(=O)c2c(O)cc(OCC(=O)N3CCN(c4ccccc4)CC3)cc2O1` is listed with CHOP UPR activ: -2.1; tim23-1 inh: 30; UPR XBP1 act: -4; APJ antagonist: 2; 697 NFkB inh: -1; APJ ag: -6; Jurkat NFkB inh: 1; Mdm2-MdmX inh: 7

Next records
SMILES	CHOP UPR activ	tim23-1 inh	UPR XBP1 act	APJ antagonist	697 NFkB inh	APJ ag	Jurkat NFkB inh	Mdm2-MdmX inh
Nc1ccc(-c2nnn(Cc3ccccc3F)n2)cc1	1.7	30	-2	-8	-24	-1	-26	-54
CCN1CCN(c2c(Cl)cccc2NC(=O)c2ccco2)CC1	-1.1	1	3	0	1	-6	5	13
CC1=NN(c2ccc(C(=O)OC(C)C)cc2)C(=O)/C1=C\C=C\c1ccco1	0.1	31	-2	57*	-8	-2	-9	-45
CCOc1cc(C(=O)OCC(=O)Nc2cc(C)on2)cc(OCC)c1OCC	-3.2	-3	0	5	18	-4	9	3
CCN(c1ccccc1)S(=O)(=O)c1ccc2c(c1)N(C(C)=O)CCO2	2.3	7	-1	0	-10	-2	-6	5
Cc1[nH]n(-c2ccccc2)c(=O)c1N=Nc1c(Cl)cccc1Cl	0.4	-5	-5	33	-2	-3	8	19
CCCCNC(=O)CCC(=O)Nc1ncc(-c2ccc(C)cc2)n1C	0.7	-1	1	0	8	-3	2	21
CCOC(=O)c1c(NC(=O)c2cccnc2Cl)sc(C(=O)N(C)C)c1C	5.6	-2	8	-4	-29	-3	-12	7
Cc1nc(SCc2ccc(C(=O)O)cc2)c2c(C)c(C)sc2n1	0.6	21	-1	-5	22	-2	3	-7
C=CCn1c(SCC(N)=O)nc2sc3c(c2c1=O)CCC3	-0.4	8	-3	-12	-3	-3	-10	6
CC(=O)C1C(c2ccc([N+](=O)[O-])cc2)C2C(C)=NN=C2CC1(C)O (stereo not drawn)	-1.4	-5	-1	9	6	-5	2	17
COc1ccc(-c2nc(CSCC(=O)N3CCN(C)CC3)c(C)o2)cc1OC	-1.1	3	2	-20	8	-1	4	9
COc1cc(C=O)ccc1OS(=O)(=O)c1ccc(NC(C)=O)cc1	4.7	10	0	6	11	-1	11	-25
Cc1ccc(OCC(=O)Nc2sc3c(c2C#N)CCC3)cc1C	0.7	-23	1	3	-25	-2	-28	-35
